CYP2C19 inh: human CYP2C19 inhibition | P33261 | CYP2C19 Supersomes, luciferin-H EGE luminescence, 30 min | inhibition, % at 5 µM | 21% of 96,000 active | AID 778;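 active = CYP2C19 inhibition above a set limit at 5 µM in the primary screen, cut at about 50% in these data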;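 also: plate controls were negative control wells for no effect and 2.5 mM tranylcypromine positive control for full effect; values of inactives mirror those of a sister screen read the other way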
Target sequence (P33261 whole entry, looked up): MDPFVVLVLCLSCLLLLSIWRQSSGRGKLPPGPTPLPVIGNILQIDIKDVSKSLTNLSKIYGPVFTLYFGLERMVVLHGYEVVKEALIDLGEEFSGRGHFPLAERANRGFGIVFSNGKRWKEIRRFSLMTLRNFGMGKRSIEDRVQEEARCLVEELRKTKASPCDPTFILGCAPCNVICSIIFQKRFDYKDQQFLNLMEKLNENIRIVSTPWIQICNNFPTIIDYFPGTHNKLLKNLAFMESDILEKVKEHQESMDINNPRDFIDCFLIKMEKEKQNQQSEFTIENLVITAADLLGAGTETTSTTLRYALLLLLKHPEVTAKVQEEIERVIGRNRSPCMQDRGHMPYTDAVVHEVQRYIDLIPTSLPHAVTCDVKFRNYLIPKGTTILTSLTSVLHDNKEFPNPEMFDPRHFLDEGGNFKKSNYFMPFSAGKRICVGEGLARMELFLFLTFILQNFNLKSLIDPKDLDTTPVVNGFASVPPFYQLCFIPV
S1P2 agonist: S1P2 (human) receptor agonism. O95136. S1P2-expressing cell line, agonist reporter read-out. activation, % at 4.5 µM. 0.46% of 97,000 active. AID 729; in the data active = activation above about 16%;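 also: 0% = vehicle low control and 100% = maximal reference agonist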
PostGolgi yeast: growth inhibition of a yeast mutant, post-Golgi transport screen. post-Golgi transport phenotypic cell assay. inhibition, % at 10 µM. 0.9% of 98,000 active;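 also: yeast cells grown in 1536-well plates; yeast grown about 18 h at 30C before absorbance read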
sEH act: soluble epoxide hydrolase (human) activation | AID 717 | activation, % at 2 µM | purified human sEH enzymatic activity, activator screen | P34913 | 0.04% of 91,000 active; in the data active = activation above about 37%; also: values of inactives mirror those of a sister screen read the other way
Target sequence (P34913 whole entry, looked up): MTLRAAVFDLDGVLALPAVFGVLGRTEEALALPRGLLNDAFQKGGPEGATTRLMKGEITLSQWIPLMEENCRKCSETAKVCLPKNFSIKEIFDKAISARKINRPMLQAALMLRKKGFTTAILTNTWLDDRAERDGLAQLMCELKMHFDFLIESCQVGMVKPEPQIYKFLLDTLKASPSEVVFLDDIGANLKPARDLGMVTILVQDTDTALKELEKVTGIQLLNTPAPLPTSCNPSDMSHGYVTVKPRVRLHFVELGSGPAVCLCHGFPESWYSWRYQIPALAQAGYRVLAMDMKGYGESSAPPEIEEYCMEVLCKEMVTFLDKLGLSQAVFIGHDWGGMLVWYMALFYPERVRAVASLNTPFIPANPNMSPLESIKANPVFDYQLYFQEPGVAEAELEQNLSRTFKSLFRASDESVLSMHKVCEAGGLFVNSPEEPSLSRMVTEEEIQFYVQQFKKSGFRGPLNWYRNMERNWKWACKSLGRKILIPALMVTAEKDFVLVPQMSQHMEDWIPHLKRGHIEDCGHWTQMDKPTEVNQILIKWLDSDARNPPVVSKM
sEH inh: inhibitors of human soluble epoxide hydrolase | P34913 | recombinant human sEH enzymatic activity assay | inhibition, % at 2 µM | 0.34% of 91,000 active | AID 707; in the data active = inhibition above about 80%; also: values of inactives mirror those of a sister screen read the other way; many of its hits are not listed in these tables
PostGolgi ctrl: inhibits growth of the yeast control strain; 5% of 98,000 active; inhibition, % at 10 µM; AID 738; efflux-deficient yeast background strain, growth absorbance A615, 16 h
CYP2C19 activ: activators of human cytochrome P450 2C19; P33261; recombinant CYP2C19, luciferin-H EGE luminescence; active compounds read high; 0 = fully inhibited enzyme, 1 = untreated enzyme; activation factor at 5 µM; 96,000 tested, under 10 active; AID 1025;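 active = activation factor of at least 2 at 5 µM in the primary screen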;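 also: 0 = wells with 2.5 mM tranylcypromine and 1 = vehicle-only wells; values of inactives mirror those of a sister screen read the other way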
S1P2 antag: blocks the human S1P2 receptor | cell-based S1P2 antagonist assay, inhibition at 5 uM | O95136 | 0.21% of 97,000 active | inhibition, % at 5 µM; in the data active = inhibition above about 45%;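 also: CRE beta-lactamase reporter cells expressing human S1P2 stimulated with S1P; 0% = agonist at EC80 alone and 100% = agonist plus reference antagonist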
DAT uptake mod: modulates human dopamine transporter uptake under cocaine; Q01959; LLC-PK1 hDAT cells, [14C]-dopamine uptake with cocaine IC80; actives deviate in either direction; B-score at 10 µM; 1.3% of 110,000 active;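 active = Z score or B-score, a plate-position-corrected score, falls beyond the plate's 99.7% confidence bounds, in either direction; inactive = both scores lie inside the 99.7% bounds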;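 also: scored against the spread of the other compound wells on the same plate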
* hit, by the source's call. Rule as the data show it, unless noted: active = inhibition above about 30%; inactive = the rest.

For O=c1[nH]cnc2c1nc(SCc1ccccc1)n2C1OC(CO)C(O)C1O (centres undefined) the results were CYP2C19 inh -5, S1P2 agonist -2, PostGolgi yeast 6, sEH act 5, sEH inh -8, PostGolgi ctrl 8, CYP2C19 activ 1.1, S1P2 antag 7 and DAT uptake mod -0.5.
For c1c2c(cc3sc(N4CCCCC4)nc13)OCO2 the results were CYP2C19 inh 84*, S1P2 agonist -3, PostGolgi yeast 13, PostGolgi ctrl -3, CYP2C19 activ 0.2 and S1P2 antag 8.
For NC(=O)COC(=O)c1ccc(S(=O)(=O)N2CCCCCC2)cc1 the results were CYP2C19 inh 23, S1P2 agonist -2, PostGolgi yeast 5, sEH act 2, sEH inh 0, PostGolgi ctrl 6, CYP2C19 activ 0.8, S1P2 antag 3 and DAT uptake mod 0.37.
`COc1ccc(-c2cc(C(=O)N3CCN(C(c4ccccc4)c4ccccc4)CC3)no2)cc1` gave CYP2C19 inh -11, S1P2 agonist -8, PostGolgi yeast 4, sEH act -10, sEH inh 8, PostGolgi ctrl 42*, CYP2C19 activ 1.1, S1P2 antag 6 and DAT uptake mod -0.29.
`CC(=O)N1CCc2cc(S(=O)(=O)NCCC(=O)N3CCc4ccccc4C3)ccc21` gave CYP2C19 inh -1, S1P2 agonist -5, PostGolgi yeast 7, sEH act 12, sEH inh -8, PostGolgi ctrl 3, CYP2C19 activ 1, S1P2 antag 0 and DAT uptake mod 1.2.
Screening CCOc1ccc(N(CC(=O)NCc2ccco2)S(=O)(=O)c2ccc(OC)c(OC)c2)cc1 returned CYP2C19 inh 98*, S1P2 agonist -2, PostGolgi yeast -2, sEH act 2, sEH inh -3, PostGolgi ctrl 6, CYP2C19 activ 0, S1P2 antag 14 and DAT uptake mod 1.6.
For NC(=O)c1ccccc1N/C=C/C(=O)c1ccc(Cl)cc1 the results were CYP2C19 inh 18, S1P2 agonist -2, PostGolgi yeast 3, sEH act 4, sEH inh -8, PostGolgi ctrl 16, CYP2C19 activ 0.8, S1P2 antag -5 and DAT uptake mod -0.64.
For C[n+]1c2n(c3ccccc31)N=C(c1ccc(Br)cc1)CS2 the results were CYP2C19 inh 12, S1P2 agonist -9, PostGolgi yeast 1, sEH act 5, sEH inh -7, PostGolgi ctrl 22, CYP2C19 activ 0.9, S1P2 antag 12 and DAT uptake mod -0.61.
Screening CCOc1ccc(-c2cc(CCCC(=O)Nc3cccc(OC)c3)no2)cc1 returned CYP2C19 inh -2, PostGolgi yeast 0, PostGolgi ctrl 12, CYP2C19 activ 1 and DAT uptake mod 0.04.
CCCCNC(=O)c1ccc2c(c1)ncn2C1CCCC1 was read as CYP2C19 inh -1, S1P2 agonist -1, PostGolgi yeast 3, sEH act 13, sEH inh -13, PostGolgi ctrl 26, CYP2C19 activ 1, S1P2 antag -23 and DAT uptake mod -0.2.
Cc1ccc(S(=O)(=O)NCCCNS(C)(=O)=O)cc1 was read as CYP2C19 inh 3, S1P2 agonist -6, PostGolgi yeast 11, sEH act 2, sEH inh 0, PostGolgi ctrl -5, CYP2C19 activ 1, S1P2 antag 9 and DAT uptake mod 0.0048.
For CC(C)NC(=O)c1onc(CSc2ccc(Cl)cc2)c1C(=O)O the results were CYP2C19 inh 19, S1P2 agonist -6, PostGolgi yeast 4, sEH act -2, sEH inh 8, PostGolgi ctrl 23, CYP2C19 activ 0.8, S1P2 antag -7 and DAT uptake mod -0.026.
For Cc1cc(C(=O)OCC(=O)NCc2ccco2)c(C)n1-c1ccccc1 the results were CYP2C19 inh 72*, PostGolgi yeast 7, PostGolgi ctrl 4, CYP2C19 activ 0.3 and DAT uptake mod -0.21.
`COc1ccc(CCN2C(=O)CCC2(C)C(=O)NCc2cccnc2)cc1OC` (centres undefined) gave CYP2C19 inh 5, S1P2 agonist 0, PostGolgi yeast -2, sEH act -4, sEH inh 6, PostGolgi ctrl 4, CYP2C19 activ 1, S1P2 antag -5 and DAT uptake mod -0.7.
For COC(=O)C1CCN(c2nc3ccccc3nc2C(C#N)C(=O)OCC(C)C)CC1 (centres undefined) the results were CYP2C19 inh 34, S1P2 agonist -4, PostGolgi yeast 10, PostGolgi ctrl 2, CYP2C19 activ 0.7, S1P2 antag -17 and DAT uptake mod -0.22.
Screening O=C(Cn1c(=O)[nH]c2ccsc2c1=O)N1CCN(c2ccc(F)cc2)CC1 returned S1P2 agonist -5, PostGolgi yeast -1, sEH act -10, sEH inh 8, PostGolgi ctrl 6, S1P2 antag 4 and DAT uptake mod -0.78.
Screening CCCCCC(=O)N/N=C/c1ccc([N+](=O)[O-])o1 returned S1P2 agonist -3, PostGolgi yeast 0, sEH act 6, sEH inh -9, PostGolgi ctrl 2, S1P2 antag -8 and DAT uptake mod 0.14.
Cc1ccc(C(=O)Nc2nc(COc3ccccc3)cs2)s1 was read as CYP2C19 inh 1, S1P2 agonist -4, PostGolgi yeast -1, sEH act -15, sEH inh 16, PostGolgi ctrl 2, CYP2C19 activ 1, S1P2 antag -8 and DAT uptake mod -0.37.
`CCOC(=O)c1c(N)sc2c1CCC1C(=O)N(C3CCCCC3)C(=O)C21` (centres undefined) gave CYP2C19 inh 91*, S1P2 agonist 1, PostGolgi yeast -1, sEH act -1, sEH inh 4, PostGolgi ctrl 7, CYP2C19 activ 0.1, S1P2 antag 14 and DAT uptake mod 1.6.
For CCCCc1ccc(NC(=O)COCC)cc1 the results were CYP2C19 inh 39, S1P2 agonist 0, PostGolgi yeast 7, sEH act 8, sEH inh -5, PostGolgi ctrl 0, CYP2C19 activ 0.6, S1P2 antag -20 and DAT uptake mod 0.56.
`CCOC(=O)N1CCN(C(=O)c2ccc(CNS(=O)(=O)c3ccc(C)cc3)cc2)CC1` gave CYP2C19 inh 8, S1P2 agonist -8, PostGolgi yeast 4, PostGolgi ctrl 2, CYP2C19 activ 0.9, S1P2 antag 20 and DAT uptake mod 2.
Cc1ccc(S(=O)(=O)CCC(=O)Nc2ccc3c(c2)OCO3)cc1 was read as CYP2C19 inh 1, S1P2 agonist -4, PostGolgi yeast 13, sEH act 8, sEH inh -7, PostGolgi ctrl -7, CYP2C19 activ 1, S1P2 antag -5 and DAT uptake mod -0.05.
`CCn1c(SCC(=O)Nc2ccccc2C(=O)OC)nnc1-c1ccoc1C` gave CYP2C19 inh 94*, S1P2 agonist -4, PostGolgi yeast 1, sEH act -5, sEH inh 3, PostGolgi ctrl 9, CYP2C19 activ 0.1, S1P2 antag 8 and DAT uptake mod 2.3.
`COc1ccc(Cc2nn3c(Cn4nnc5ccccc54)nnc3s2)cc1` gave CYP2C19 inh 87*, S1P2 agonist -4, PostGolgi yeast 0, sEH act 4, sEH inh -1, PostGolgi ctrl -6, CYP2C19 activ 0.1, S1P2 antag 13 and DAT uptake mod 0.55.
[O-]/[N+](=C\c1ccc(F)cc1)c1ccccc1 was read as CYP2C19 inh 32, S1P2 agonist -3, PostGolgi yeast 6, sEH act 1, sEH inh -3, PostGolgi ctrl 0, CYP2C19 activ 0.7, S1P2 antag 0 and DAT uptake mod 0.1.
Screening Cc1ccc2nc(SCC(=O)c3cc(C)n(C)c3C)[nH]c2c1 returned CYP2C19 inh 20, S1P2 agonist -1, PostGolgi yeast 1, sEH act -11, sEH inh 6, PostGolgi ctrl 33*, CYP2C19 activ 0.8, S1P2 antag -14 and DAT uptake mod 1.1.
For CCOc1ccc(CN2C(=O)c3ccccc3C2C(=O)NCc2cccnc2)cc1 (centres undefined) the results were CYP2C19 inh 26, S1P2 agonist -3, PostGolgi yeast 4, sEH act 7, sEH inh -4, PostGolgi ctrl 16, CYP2C19 activ 0.7, S1P2 antag -7 and DAT uptake mod -0.63.
`Cc1ccc(CCNC(=O)C2CCCN2S(=O)(=O)c2ccc3c(c2)CCC(=O)N3)cc1` (centres undefined) gave CYP2C19 inh 2, S1P2 agonist -6, PostGolgi yeast -2, sEH act 9, sEH inh -9, PostGolgi ctrl 0, CYP2C19 activ 1, S1P2 antag 18 and DAT uptake mod 1.9.
`COCc1cc(C)nc2sc(C(=O)NC3CCCCC3)c(N)c12` gave CYP2C19 inh -2, S1P2 agonist -3, PostGolgi yeast -10, sEH act 2, sEH inh 1, PostGolgi ctrl 8, CYP2C19 activ 1, S1P2 antag -12 and DAT uptake mod -0.35.
For CN1CCc2c(sc3c2c(=O)n(-c2ccccc2)c2nnc(SCc4ccccc4)n32)C1 the results were CYP2C19 inh 7, PostGolgi yeast 13, PostGolgi ctrl 5, CYP2C19 activ 0.9 and DAT uptake mod 0.2.
Screening CC(=O)OC1CCC2(C)C(COc3ccc4ccc(=O)oc4c3)C(C)(O)CCC2C1(C)C (centres undefined) returned CYP2C19 inh 21, S1P2 agonist -6, PostGolgi yeast -15, sEH act 3, sEH inh -2, PostGolgi ctrl 13, CYP2C19 activ 0.8, S1P2 antag -4 and DAT uptake mod 0.51.
Screening Cc1ccc(-c2nc(CS(=O)CC(=O)NC3CCC(C)CC3)c(C)o2)cc1 (centres undefined) returned CYP2C19 inh 67*, S1P2 agonist -1, PostGolgi yeast -14, PostGolgi ctrl 8, CYP2C19 activ 0.3, S1P2 antag 4 and DAT uptake mod 0.62.
For Nc1nonc1C(=O)NCCNC(=O)c1cccs1 the results were CYP2C19 inh 3, S1P2 agonist -1, PostGolgi yeast -1, sEH act 10, sEH inh -8, PostGolgi ctrl -3, CYP2C19 activ 1, S1P2 antag -13 and DAT uptake mod 0.66.
O=C(NCCCN1CCCCCC1)c1ccc(N2CCCC2=O)cc1 was read as S1P2 agonist -4, PostGolgi yeast -7, sEH act 4, sEH inh -2, PostGolgi ctrl 5, S1P2 antag 0 and DAT uptake mod -0.36.
For Nc1c(C(=O)NCc2ccccc2)nnn1Cc1ccc(F)cc1 the results were CYP2C19 inh -24, PostGolgi yeast -2, PostGolgi ctrl -3, CYP2C19 activ 1.2 and DAT uptake mod -0.32.
Cc1ccc2occ(C(c3nnnn3Cc3ccccc3)N3CCOCC3)c(=O)c2c1 (centres undefined) was read as CYP2C19 inh 31, S1P2 agonist -7, PostGolgi yeast 21, sEH act 1, sEH inh -3, PostGolgi ctrl 23, CYP2C19 activ 0.7, S1P2 antag 10 and DAT uptake mod 0.15.
Screening Cc1oc2c(c1C(=O)Nc1ccc(C(=O)O)cc1)CCCC2 returned CYP2C19 inh -8, S1P2 agonist -4, PostGolgi yeast 3, sEH act -6, sEH inh 4, PostGolgi ctrl -10, CYP2C19 activ 1.1, S1P2 antag 4 and DAT uptake mod 1.
Screening Cc1cc(C)c2nc(C(F)(F)F)nc(N3CC(C)OC(C)C3)c2c1 (centres undefined) returned CYP2C19 inh -20, S1P2 agonist 1, PostGolgi yeast 10, sEH act -1, sEH inh 3, PostGolgi ctrl 14, CYP2C19 activ 1.2 and S1P2 antag -18.

Four entries drawn at random from those above, as already listed:
O=C(NCCCN1CCCCCC1)c1ccc(N2CCCC2=O)cc1 was read as S1P2 agonist -4, PostGolgi yeast -7, sEH act 4, sEH inh -2, PostGolgi ctrl 5, S1P2 antag 0 and DAT uptake mod -0.36.
Screening CCOc1ccc(-c2cc(CCCC(=O)Nc3cccc(OC)c3)no2)cc1 returned CYP2C19 inh -2, PostGolgi yeast 0, PostGolgi ctrl 12, CYP2C19 activ 1 and DAT uptake mod 0.04.
For Nc1c(C(=O)NCc2ccccc2)nnn1Cc1ccc(F)cc1 the results were CYP2C19 inh -24, PostGolgi yeast -2, PostGolgi ctrl -3, CYP2C19 activ 1.2 and DAT uptake mod -0.32.
`COc1ccc(-c2cc(C(=O)N3CCN(C(c4ccccc4)c4ccccc4)CC3)no2)cc1` gave CYP2C19 inh -11, S1P2 agonist -8, PostGolgi yeast 4, sEH act -10, sEH inh 8, PostGolgi ctrl 42*, CYP2C19 activ 1.1, S1P2 antag 6 and DAT uptake mod -0.29.

Compound activity from PubChem BioAssay.
